AHR activator: human AHR activation. AHR-responsive luciferase reporter cells, luminescence. actives 2.5% (n = 320,000). activation, % at 5 µM; in the data active means activation above about 47%;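 further: 0% = vehicle wells and 100% = reference agonist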
Target sequence (P35869 whole entry, looked up): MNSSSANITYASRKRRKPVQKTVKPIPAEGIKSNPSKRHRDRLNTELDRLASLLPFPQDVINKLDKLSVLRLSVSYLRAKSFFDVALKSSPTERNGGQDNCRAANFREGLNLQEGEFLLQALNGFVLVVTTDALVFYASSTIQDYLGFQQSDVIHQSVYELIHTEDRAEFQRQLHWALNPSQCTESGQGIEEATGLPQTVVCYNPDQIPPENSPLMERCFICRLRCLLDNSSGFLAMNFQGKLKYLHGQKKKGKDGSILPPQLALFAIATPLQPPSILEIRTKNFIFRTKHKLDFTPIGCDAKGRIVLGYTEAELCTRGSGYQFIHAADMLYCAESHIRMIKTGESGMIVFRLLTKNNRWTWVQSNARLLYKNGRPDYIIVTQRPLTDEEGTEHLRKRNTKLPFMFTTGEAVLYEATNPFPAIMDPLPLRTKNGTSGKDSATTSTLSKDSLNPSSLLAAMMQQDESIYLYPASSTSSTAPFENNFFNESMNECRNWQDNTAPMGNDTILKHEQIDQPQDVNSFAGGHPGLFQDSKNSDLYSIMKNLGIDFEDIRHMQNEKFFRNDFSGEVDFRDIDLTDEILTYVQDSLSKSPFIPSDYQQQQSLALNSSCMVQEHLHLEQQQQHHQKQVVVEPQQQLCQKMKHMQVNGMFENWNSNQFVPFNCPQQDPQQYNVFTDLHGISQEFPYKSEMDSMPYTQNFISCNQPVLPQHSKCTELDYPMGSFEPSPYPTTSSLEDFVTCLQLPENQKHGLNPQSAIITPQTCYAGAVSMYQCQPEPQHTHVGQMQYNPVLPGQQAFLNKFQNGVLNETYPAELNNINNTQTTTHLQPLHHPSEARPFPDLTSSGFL
procasp7 counter: counter-screen: procaspase-7 (human) activation. P55210. recombinant procaspase-7, Ac-DEVD-pNA absorbance 405 nm; D23A/D198A/D206A triple mutant, cannot self-cleave; scale: DMSO 0, 5 µM enzyme 100. activation, % at 8.5 µM. actives 0.093% (n = 330,000). AID 463210;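 active means percent activation above the screen-wide mean plus 3 SD, cut at about 25% in these data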
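Assay system: Uncleavable procaspase-7 mutant enzyme; Input: 2 µM procaspase-7 mutant as dispensed; Also added: DEVD-pNA substrate; Medium: Zinc-free HEPES pH 7.4 with 300 mM NaCl, 0.01% Triton X-100; Timing: 1 h compound preincubation, 2 h substrate cleavage, 25 °C; Measured by: Epi-absorbance of released pNA at 405 nm, two timepoints.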
Fh CTSL1 inh: counter-screen for PFM18AAP inhibitors: inhibitors of F. hepatica cathepsin L1 | recombinant F. hepatica cathepsin L1, Z-Leu-Arg-MCA fluorescence | inhibition, % at 5.96 µM | actives 0.49% (n = 300,000);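 active means inhibition above the mean of all tested compounds plus 3 SD, set per screening campaign, cut at about 17% in these data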;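 further: 0% = plate median of test compound wells and 100% = 1 µM Z-Phe-Ala-diazomethylketone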
PP1 inh: counter-screen for PP5 inhibitors: inhibitors of human PP1-alpha. P62136. purified PP1alpha, OMFP fluorescence. inhibition, % at 6.7 µM. actives 0.9% (n = 320,000);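 active means inhibition above the mean inhibition of all tested compounds plus 3 SD, computed separately for each screening campaign, cut at about 15% in these data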
PAFAH2 FP inh: inhibitors of human PAFAH2. Q99487. recombinant PAFAH2, FP-rhodamine activity probe, fluorescence polarization. inhibition, % at 3.39 µM. actives 0.99% (n = 340,000);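 active means inhibition above the mean over all tested compounds plus 3 SD, cut at about 30% in these data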;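 further: inhibitors block probe labeling of enzyme so polarization drops; 0% = enzyme with DMSO and 100% = wells lacking PAFAH2 protein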
proCasp3 act: activates human procaspase-3; P42574; recombinant procaspase-3 D3A, Ac-DEVD-pNA absorbance 405 nm; activation, % at 8.5 µM; actives 0.11% (n = 330,000);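 active means activation above the mean of all tested compounds plus 3 SD, cut at about 21% in these data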;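 further: 0% = DMSO alone and 100% = DMSO wells spiked with extra 5 µM PC-3 D3A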
Target sequence (P42574 whole entry D9A/D28A/D175A): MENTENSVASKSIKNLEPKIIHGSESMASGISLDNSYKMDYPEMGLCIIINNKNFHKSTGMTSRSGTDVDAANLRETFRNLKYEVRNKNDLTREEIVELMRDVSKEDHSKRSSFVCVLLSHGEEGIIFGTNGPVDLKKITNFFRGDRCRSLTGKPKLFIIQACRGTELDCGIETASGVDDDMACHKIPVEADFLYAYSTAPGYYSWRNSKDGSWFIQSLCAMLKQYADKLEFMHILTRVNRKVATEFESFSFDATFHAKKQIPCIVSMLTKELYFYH
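Assay system: Autoprocessing-dead procaspase-3 D3A mutant enzyme; also added: Ac-DEVD-pNA; doses: one concentration, 8.5 µM nominal, 0.8% DMSO; times: 1 h compound preincubation, 2 h substrate hydrolysis at 25 °C; technique: 405 nm absorbance of p-nitroaniline, reads at 0 and 120 min; measure: % activation between DMSO and enzyme-spiked controls; repeats: single replicate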
TPT1 inhibitor: C. albicans TPT1 enzyme inhibition; recombinant caTPT1, FP RNA substrate dephosphorylation; inhibition, % at 5 µM; actives 0.81% (n = 300,000); AID 1962;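 active means inhibition above the mean of all tested compounds plus 3 SD, set per screening campaign, cut at about 24% in these data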;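 further: plate controls were DMSO alone for no effect and ferristatin control at 100 nM for full effect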
HCV core dimer: blocks dimerization of HCV core protein; TR-FRET GST/Flag-core106 dimerization, 1536-well; inhibition, % at 5 µM; actives 0.33% (n = 300,000); AID 1899;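 active means inhibition above the mean of all tested compounds plus 3 SD, set per screening campaign, cut at about 45% in these data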
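Assay system: Tagged HCV core106 pair (GST and Flag) | Buffer or medium: KF-containing HEPES buffer, pH 7.45, DTT, CHAPS, BSA | Also added: Eu donor and XL665 acceptor anti-tag antibodies | Dosing: One concentration, 5 µM, in 0.5% DMSO | Timing: 4 h at 22.5 °C | Technique: TR-FRET 671 and 617 nm emission | Repeats: Singlicate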
PP5 primary: blocks human protein phosphatase 5 activity | actives 0.18% (n = 320,000) | inhibition, % at 6.7 µM | purified PP5c, OMFP substrate fluorescence;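 active means inhibition above the campaign's mean inhibition across all tested compounds plus 3 SD, cut at about 9.5% in these data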;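 further: 0% = DMSO only and 100% = 100 µM cantharidin control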
Numbers without * were called inactive; nt = not tested or not shown.

SMILES	AHR activator	procasp7 counter	Fh CTSL1 inh	PP1 inh	PAFAH2 FP inh	proCasp3 act	TPT1 inhibitor	HCV core dimer	PP5 primary
CCCCOc1ccc(C(=O)NCC(=O)OC2CCOC2=O)cc1 (stereo unspecified)	0	7	-7	-3	-1	-4	-4	-6	0.9
CC(C)C(O)(C(=O)NNc1ccccc1)C(C)C	-3	6	-2	-5	4	0	0	-1	-0.8
O=[N+]([O-])c1cccc2c1ccc1ncccc12	-3	-6	-5	0	2	13	-3	2	0.0
COc1ccccc1CN1CCCC(N2CCN(c3ccc(F)cc3)CC2)C1 (stereo unspecified)	0	-6	-4	2	3	-1	2	3	3.5
COc1cc(NC(=O)c2cnc(NCc3ccccc3)nc2C)cc(OC)c1OC	4	16	0	0	7	5	2	1	0.2
Cc1ccc(NS(=O)(=O)c2ccc(C(=O)OCC(=O)N3CCCCC3)cc2)cc1	0	7	nt	-3	3	0	nt	nt	1.1
Cc1ccc2[nH]c(C(=O)N3CCN(C(c4ccccc4)c4ccccc4)CC3)cc2c1	1	4	2	6	-10	7	0	15	-0.6
CCC1CCc2c(n(C)c3ccccc3c2=O)O1 (stereo unspecified)	0	11	-1	-2	-4	8	-3	-6	0.4
COc1cccc(C2CC(c3cccs3)=NN2C(=O)CSC2=NCCS2)c1OC (stereo unspecified)	8	3	-5	3	3	-2	-3	8	3.9
COc1ccc(-c2noc(C)c2-c2ccc3ccccc3n2)c(O)c1	8	13	-4	-5	0	-2	1	-2	0.0
Cc1cc(C)cc(NC(=O)Cn2nnc3ccccc3c2=O)c1	19	3	0	-2	-2	5	1	0	-1.6
CCOc1ccc(OCC(=O)Nc2ccc(S(N)(=O)=O)cc2)cc1	1	8	-9	-2	-3	0	-3	0	-0.3
COCc1[nH]nc2c1C(c1ccc(OC)cc1)C(C#N)=C(N)O2 (stereo unspecified)	1	11	1	3	4	-2	-5	1	2.6
Cc1ccccc1-c1nsc(SCC(=O)c2ccc(Cl)cc2)n1	1	1	6	-2	6	-8	2	-8	-0.9
O=C(Nc1cccc(Cl)c1)C1CCCN(S(=O)(=O)c2cnc[nH]2)C1 (stereo unspecified)	9	8	5	-3	0	-4	-4	2	3.1
O=C(NNC(=O)C1CCCN(c2ncccn2)C1)c1ccncc1 (stereo unspecified)	-4	-6	-1	-1	1	7	4	2	0.3
COc1ccc(/C=C/C(=O)OCC(=O)NCCCc2ccccc2)cc1OC	0	16	nt	nt	52*	13	nt	nt	nt
CNC(=O)CN(C1CCCCC1)S(=O)(=O)c1ccc(F)cc1	-1	1	0	-1	0	9	-2	-3	0.5
CCOC(=O)c1cc2c(=O)n3ccccc3nc2n(C(C)C)c1=NC(=O)c1ccncc1	3	-1	-1	1	2	-2	0	-6	3.0
C/C(CC(=O)Nc1ccc(Br)cc1)=N\NC(=O)c1cccc(O)c1	9	3	-6	-6	4	7	1	-7	4.8
CC(C)NS(=O)(=O)c1ccc(OCC(=O)NCCC2=CCCCC2)cc1	-2	-2	-3	-6	3	-7	-2	-1	-2.9
NC(=O)c1nsc(C(=O)N(Cc2ccccc2F)C(C(=O)NCC2CCCO2)c2ccc(F)cc2)c1N (stereo unspecified)	3	-1	14	4	-2	-1	-4	-13	1.5
COc1cc(C(=O)NC2=NCCS2)cc(OC)c1OC	28	4	0	0	-2	5	2	-8	2.4
CC(C)(C)c1ccc(C(=O)NCc2nnc(SCC(=O)N3CCCc4ccccc43)n2-c2ccccc2)cc1	2	3	-4	0	-1	0	3	-2	1.5
COc1ccc(OC)c(CNC(=O)C2CCN(S(=O)(=O)N3CCC(C)CC3)CC2)c1	4	6	-8	-4	2	-2	-4	3	0.2

Entries of single compounds as entered above. Order of values: AHR activator	procasp7 counter	Fh CTSL1 inh	PP1 inh	PAFAH2 FP inh	proCasp3 act	TPT1 inhibitor	HCV core dimer	PP5 primary
COc1ccc(/C=C/C(=O)OCC(=O)NCCCc2ccccc2)cc1OC is listed with 0	16	nt	nt	52*	13	nt	nt	nt
COc1cc(C(=O)NC2=NCCS2)cc(OC)c1OC is listed with 28	4	0	0	-2	5	2	-8	2.4
COc1ccccc1CN1CCCC(N2CCN(c3ccc(F)cc3)CC2)C1 (stereo unspecified) is listed with 0	-6	-4	2	3	-1	2	3	3.5
CCOC(=O)c1cc2c(=O)n3ccccc3nc2n(C(C)C)c1=NC(=O)c1ccncc1 is listed with 3	-1	-1	1	2	-2	0	-6	3.0
COc1cccc(C2CC(c3cccs3)=NN2C(=O)CSC2=NCCS2)c1OC (stereo unspecified) is listed with 8	3	-5	3	3	-2	-3	8	3.9

Further structures:
SMILES	AHR activator	procasp7 counter	Fh CTSL1 inh	PP1 inh	PAFAH2 FP inh	proCasp3 act	TPT1 inhibitor	HCV core dimer	PP5 primary
Cc1ccc(NC(=S)N(Cc2cccs2)Cc2cc3cccc(C)c3[nH]c2=O)cc1	22	8	-2	0	-15	8	-1	9	0.2
COCCCNC1CS(=O)(=O)CC1O (stereo unspecified)	-1	1	1	-8	0	1	3	-1	-0.8
COc1ccc(NC(=O)CN2CCN(CC(=O)Nc3ccc(F)cc3)CC2)cc1Cl	1	10	-3	-3	-3	-9	-1	-4	2.2
CCOc1ccccc1NC(=O)C12CC3CC(C1)CC(c1ccc(C)cc1)(C3)C2	1	6	1	1	-16	10	0	-2	1.7
O=C1Nc2ccccc2C(O)(C(=O)NC2CC2)N1c1ccc(Cl)c(Cl)c1 (stereo unspecified)	2	-9	-5	-2	8	1	-1	-2	-0.3
CC(C)(C)n1cnc2cc(NS(=O)(=O)c3ccc(Br)cc3)ccc21	3	-7	-2	1	5	6	0	5	-3.5
O=C(NCc1ccc(Cl)cc1)C1CCC(CNc2c(N3CCCCC3)c(=O)c2=O)CC1 (stereo unspecified)	-4	-13	-5	3	0	-1	0	-5	3.3
CCOC(=O)c1cnc2c(c(C)nn2C)c1Oc1ccccc1F	-1	7	-3	0	-2	4	-5	-1	1.9
CCN(CC)CCOC(=O)c1cccc(Cl)c1	0	-6	-3	-6	6	5	0	-3	1.4
O=C1CC(Nc2cc(=O)[nH]c(=O)[nH]2)C(=O)N1c1ccccc1Cl (stereo unspecified)	0	-5	0	-3	-5	5	-5	-4	0.5
C[C@H]1CCC[C@@]2(O[C@H](CCO)C[C@H](O)[C@H]2O)O1	8	-8	-3	1	0	1	-4	3	2.6
Cc1ccc(C(=O)Nc2nccc(-c3cccs3)n2)cc1	71*	-8	-4	4	-6	-10	0	4	-0.9
CC(C)(C)S(=O)(=O)c1cnc2c(-c3ccc(F)cc3)cnn2c1N	0	1	1	-1	4	5	1	-2	-0.3
COc1ccc(-c2csc(NC(CO)c3nc4ccccc4n3CCOCCO)n2)cc1 (stereo unspecified)	33	-2	-1	7	-1	2	1	-7	2.5
O=c1c(-c2ccc(O)cc2)coc2cc(OC3OC(CO)C(O)C(O)C3O)ccc12 (stereo unspecified)	6	-3	3	0	-32	8	1	-14	3.2
COc1ccc(/C=C(\C#N)C(=O)NCc2cccnc2)cc1OC	2	-6	1	-2	-3	-2	-1	-4	1.5
Cc1ccccc1NC(=O)COC(=O)/C=C/c1cn(-c2ccccc2)nc1-c1cccnc1	3	6	-5	32*	13	1	3	32	1.6
Cc1ccc(-c2ccnc(-c3ccc(O)cc3)n2)cc1	0	-5	2	0	1	2	5	-1	5.2
Cc1nn(-c2ccc(F)cc2)c2sc(C(=O)OCC(=O)N3CCC(C)CC3)cc12	1	2	-1	-4	6	4	6	10	1.6
Cc1cccc(C(P(=O)(c2ccccc2)c2ccccc2)P(=O)(c2ccccc2)c2ccccc2)n1	1	10	5	-2	12	3	3	-1	2.0
CCC(c1nnnn1Cc1ccc(F)cc1)N(CCCO)Cc1cc2cc3c(cc2[nH]c1=O)OCO3 (stereo unspecified)	73*	3	0	-3	-5	0	-11	-3	0.8
c1cc2c(cn1)cnc1cscc12	0	4	4	-4	0	-5	3	7	0.2
COc1ccc2sc(NC(C)=O)nc2c1	8	-4	3	-2	2	-2	0	4	4.2
CN(C(=O)CSc1nnc(-c2ccc(Cl)cc2)n1C)C1CCS(=O)(=O)C1 (stereo unspecified)	0	5	nt	nt	-1	6	nt	nt	nt
CCOC(=O)c1c(NC(=O)CN2C(=O)C(=O)N(CC(C)C)C2=O)sc(C)c1CC	0	2	0	-4	3	0	-3	6	3.9

Further entries
SMILES	AHR activator	procasp7 counter	Fh CTSL1 inh	PP1 inh	PAFAH2 FP inh	proCasp3 act	TPT1 inhibitor	HCV core dimer	PP5 primary
COc1ccccc1CNC(=O)C(C)n1cccc1C(=O)c1ccccc1 (stereo unspecified)	29	1	6	-1	1	8	-2	-19	-4.7
O=C(NCCc1ccc(F)cc1)c1ccc2nccnc2c1	7	2	nt	0	0	8	nt	nt	2.5
O=C(/C=C/Nc1ccc(F)cc1Br)c1ccccc1	51*	0	3	3	-5	2	-1	-6	1.5
O=C(Cc1cccs1)N1CCC(c2nc3c(nnn3Cc3ccccc3Cl)c(=O)[nH]2)CC1	-3	-18	0	4	6	2	-1	6	3.4
O=C(NN1C(=O)C2C3C=CC(C3)C2C1=O)c1cccc(Cl)c1 (stereo unspecified)	3	-8	-2	-2	-2	24*	-4	-18	0.4
COc1cccc(NC(=O)N2CCCC2C(=O)NC23CC4CC(CC(C4)C2)C3)c1 (stereo unspecified)	1	-7	-3	-4	-10	7	2	2	1.9
COCC(=O)Nc1cccc(-c2ccc3nncn3n2)c1	0	4	2	-2	0	3	0	7	-2.7
CCCCN(C(=O)c1ccc([N+](=O)[O-])s1)c1c(N)n(CCCC)c(=O)[nH]c1=O	0	11	4	-9	-2	5	-3	-1	-3.1
CC(C)C[C@H](NC(=O)c1[nH]cnc1C(=O)N[C@@H](Cc1ccccc1)C(=O)OC(C)(C)C)C(=O)OCc1ccccc1	0	0	6	9	-8	1	-1	6	3.4
CCOC(=O)C1CCN(C(=O)c2sc3nc(C)nc(N4CCC(C)CC4)c3c2C)CC1	0	1	2	2	2	7	0	14	2.4
CCOC(=O)c1[nH]cnc1C(=O)Nc1cccc(N)n1	3	1	5	-2	-3	3	-2	-1	3.7
CCOC(=O)C1=C(COC(=O)CNS(=O)(=O)c2ccc(C)cc2)NC(=O)NC1C (stereo unspecified)	-1	11	-44	2	9	2	-3	-5	0.8
CCOC(=O)C1=C(N)n2c(s/c(=C\c3cccnc3)c2=O)=C(C(=O)OC)C1c1cccnc1 (stereo unspecified)	-1	-4	-1	2	-3	0	-4	-3	2.2
Cc1cc2c(c(N)n1)c(=O)oc1ccccc12	12	7	-2	1	2	-4	-1	-3	0.6
O=C(NCc1cccnc1)C(=O)N/N=C/c1ccc([N+](=O)[O-])cc1	5	2	-1	-2	-1	6	-1	-1	-2.1
Oc1c(Br)cc(/C=N/Nc2nncc3ccccc23)cc1Br	3	5	3	0	nt	-7	0	-32	1.1
Cc1c(NC(=S)NC(=O)c2ccco2)c(=O)n(-c2ccccc2)n1C	-3	-5	0	-3	0	3	8	2	-3.5
COC(=O)N/N=C/c1cn(Cc2ccccc2Cl)c2ccccc12	83*	-3	6	4	2	3	1	9	5.7

From PubChem
